High-throughput results (PubChem)
TCR-CD3 inh – inhibitors of human TCR-CD3 interaction. TAMRA-labeled TCR probe fluorescence, biochemical. inhibition, % at 9.4 µM. 0.37% of 360,000 active. AID 651800; in the data active means inhibition above about 19%;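 further: recombinant mutant TCR 2C K166C tagged with TAMRA read by polarization; 0% = receptor in buffer alone and 100% = receptor with positive control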
PG9 Ab binder – small molecules binding HIV-1 gp120 antibody PG9; TR-FRET gp120-PG9 antibody binding; inhibition, % at 6.7 µM; 0.43% of 360,000 active; in the data active means inhibition above about 8.5%
MBD2 inh – MBD2-methylated oligo binding inhibition | Q9UBB5 | TR-FRET, MBD2 binding to methylated oligonucleotide | inhibition, % at 4.4 µM | 0.31% of 370,000 active; in the data active means inhibition above about 13%
UHRF1 MBD2 ctr – human UHRF1 methylated DNA binding inhibitors | 0.75% of 370,000 active | UHRF1 binding to methylated oligo, TR-FRET | Q96T88 | inhibition, % at 4.4 µM; in the data active means inhibition above about 21%;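 further: UHRF1 SRA domain binding a hemimethylated CpG hairpin DNA probe; 0% = median of test compound wells and 100% = reference inhibitor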
Rev-erbA mod – modulators of human Rev-erb alpha DNA binding. Rev-erbα–FITC-DNA binding, fluorescence polarization, 90 min. activity, % at 10 µM. 0.79% of 370,000 active. AID 1259318;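 active means activity above about 14%, limit read from the data; passing the limit was not always enough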;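 further: 0% = DMSO wells with 35 nM protein and 100% = DMSO wells with 750 nM protein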
PRMT1 inh – inhibitors of human PRMT1 | 1.3% of 370,000 active | recombinant PRMT1, activity-based probe fluorescence polarization | Q99873 | AID 652257 | inhibition, % at 2.79 µM;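 active means inhibition above about 21% made by adding two undisclosed values, limit read from the data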
Target sequence (Q99873 whole entry, looked up): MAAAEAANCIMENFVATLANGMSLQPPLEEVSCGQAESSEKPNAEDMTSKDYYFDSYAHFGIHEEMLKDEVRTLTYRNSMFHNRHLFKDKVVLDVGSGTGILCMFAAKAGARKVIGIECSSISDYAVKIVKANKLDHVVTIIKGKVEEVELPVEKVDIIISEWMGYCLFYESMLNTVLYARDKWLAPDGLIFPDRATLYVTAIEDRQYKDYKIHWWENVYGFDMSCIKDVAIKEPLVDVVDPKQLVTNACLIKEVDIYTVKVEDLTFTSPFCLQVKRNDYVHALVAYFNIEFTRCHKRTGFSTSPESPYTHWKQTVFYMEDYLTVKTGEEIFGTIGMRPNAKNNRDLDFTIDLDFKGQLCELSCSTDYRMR
mABHD4 FP – inhibits mouse alpha/beta hydrolase domain 4 | purified mABHD4, FP-Rh probe fluorescence polarization | inhibition, % at 8.92 µM | 0.54% of 370,000 active | AID 720543;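 active means inhibition exceeding the mean over every tested compound plus 3 SD, cut at about 30% in these data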;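 further: 0% = plate median of compound wells and 100% = S159A mutant with DMSO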
Target sequence (Q8VD66 whole entry, looked up, the tested form may be a part): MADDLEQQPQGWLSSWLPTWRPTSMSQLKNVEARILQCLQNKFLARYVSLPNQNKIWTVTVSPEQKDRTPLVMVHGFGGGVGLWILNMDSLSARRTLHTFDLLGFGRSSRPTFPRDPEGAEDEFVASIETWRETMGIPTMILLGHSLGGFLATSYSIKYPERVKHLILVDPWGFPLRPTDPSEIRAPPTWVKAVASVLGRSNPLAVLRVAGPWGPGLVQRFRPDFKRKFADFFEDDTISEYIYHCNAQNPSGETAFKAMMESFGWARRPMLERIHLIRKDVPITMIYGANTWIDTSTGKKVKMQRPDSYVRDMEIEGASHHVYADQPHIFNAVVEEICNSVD
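Material: mouse ABHD4 enzyme, wild type; Benchmarks: S159A mutant high control, sample median low control; Buffer or medium: HEPES pH 7.0, NaCl, Pluronic buffer; Signal: fluorescence polarization; Read-out: percent inhibition of probe binding, normalized to plate controls; Timing: pre-incubation 45 min, probe exposure 60 min, at 25 °C; Dosing: 8.92 µM, single dose.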
HTRA1 inhibitor – inhibitors of human serine peptidase HTRA1; Q92743; recombinant HTRA1, FP-rhodamine activity-based probe, fluorescence polarization; inhibition, % at 5.96 µM; 0.5% of 340,000 active; AID 504803; in the data active means inhibition above about 36%;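 further: 0% = enzyme with DMSO and 100% = wells lacking enzyme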
LEDGF integ inh – blocks HIV-1 LEDGF/p75-dependent DNA integration; AID 743269; TR-FRET IN-LEDGF/p75 DNA integration, Eu/Cy5; inhibition, % at 3.7 µM; 0.64% of 370,000 active;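 active means inhibition above the screen-wide mean plus 3 SD, cut at about 13% in these data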;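 further: signal is the Cy5 over europium emission ratio at 671 and 618 nm; 0% = plate median of compound wells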
rCAG binder – r(CAG) repeat RNA binding | TO-PRO-1 dye displacement fluorescence | 1.3% of 370,000 active | inhibition, % at 3 µM;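 active means inhibition above the plate cutoff, the mean of all test compounds on that plate plus 3 SD, cut at about 35% in these data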;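 further: 0% = DMSO alone and 100% = 100 µM mitoxantrone as full dye displacement; higher means more dye released from RNA so lower well fluorescence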
Starred values were filed as active, the others as inactive; x = no result given; & = joins results of further samples. Not all compounds are listed; rates above refer to the full screens.

SMILES	TCR-CD3 inh	PG9 Ab binder	MBD2 inh	UHRF1 MBD2 ctr	Rev-erbA mod	PRMT1 inh	mABHD4 FP	HTRA1 inhibitor	LEDGF integ inh	rCAG binder
O=c1ccn(Cc2ccccc2)c(SCc2ccccc2)n1	2	-1.4	4	0	0	-5	7	-1	0	-1
Cc1ccc(S(=O)(=O)N(C)CC(=O)NNC(=O)Cc2ccccc2F)cc1	-2	-1.1	-9	2	-5	-4	-6	5	4	2
CN(CC(=O)Nc1ccc(SC(F)F)cc1)C1CCCCC1	0	-0.1	-5	-1	-6	4	0	-3	4	-6
Nc1ccc(S(=O)C(F)(F)F)cc1 (stereo unspecified)	6	-1.2	-4	2	-7	0	1	0	1	-2
CC(C)CNc1ncnc2c1ncn2[C@H]1CN(Cc2ccc(C(=O)O)cc2)C[C@@H](CO)O1	8	0.3	3	-1	-4	1	-5	x	-4	4
Cc1cc(C)cc(NC(=O)c2cc3c(=O)n4ccccc4nc3s2)c1	4	-0.3	4	2	0	-3	-12	1	4	6
Cc1ccccc1OCCCc1c(C)n[nH]c1C	-6	-3.7	-4	4	-1	1	-7	-7	6	-3
Cc1cc(C(=O)OCC(=O)N2CC(C)OC(C)C2)ccc1[N+](=O)[O-] (stereo unspecified)	10	0.6	-1	14	3	-1	-2	3	4	-4
CCCN1CN=C(Nc2nc3ccccc3o2)NC1	-1	0.9	3	0	0	2	0	x	-4	-3
COc1ccc(NC(=O)CSc2nnc(Cc3cccn3C)n2-c2ccc(F)cc2)cc1OC	-4	-3.0	5	0	-1	1	6	6	-2	1
CSc1cccc(NC(=O)C2(S(=O)(=O)c3ccc(C)cc3)CC2)c1	11	-0.6	1	5	-2	-4	-12	1	-1	-5
CC1(C)CC(O)CC(C)(C)N1CC(O)COCc1ccccc1 (stereo unspecified)	-6	-0.1	1	-2	3	0	3	7	-1	-2
COc1ccccc1NC(=O)CCN1CCCCCC1	-1	0.3	7	0	0	2	-9	-6	-5	-2
O=C(CSc1nnc(NC(=O)c2ccccc2[N+](=O)[O-])s1)NC1CCCC1	-3	-4.3	-2	2	3	3	6	-3	-7	6
CCOC(=O)C1=CCN(S(=O)(=O)c2ccc(Cl)cc2)C1c1cccc(Cl)c1 (stereo unspecified)	0	-0.1	2	-2	-2	1	-10	x	-4	3
COc1ccc(Cl)cc1C(=O)N1CCN=C1SC	-5	0.8	3	-1	2	0	1	-6	0	0
CCOC(=O)C1(Cc2cccc(OC)c2)CCN(Cc2cccc3c2OCO3)CC1	-13	0.3	4	3	0	2	-2	-4	0	-4
Nn1c(SCC(=O)Nc2ccccc2Oc2ccccc2)nnc1C1CC1	-4	0.9	1	1	0	5	4	-3	0	-2
COc1ccc(OC)c(/C=N/NC(=O)c2cc3c(OC)c(OC)ccc3[nH]2)c1	-5	-3.2	-4	-2	15	2	1	-10	-3	6
COc1ccc(C(=O)NCCNC(=O)c2ccccn2)cc1	-4	0.4	2	-3	-5	0	-2	3	-1	-1
Cc1cc(NC(=O)CSc2nc(Cc3ccc(O)cc3)c(C)[nH]2)no1	5	-0.1	2	-2	1	2	2	2	-1	0
CN1CCCCC(NC(=O)c2ccc3ccccc3c2)C1=O (stereo unspecified)	-1	0.1	-3	-1	1	-2	-7	x	-3	2
COC(=O)[C@]12C[C@H](CC(=O)N3CCC(c4ccccc4)CC3)C(=O)N(CCc3ccc(OC)c(OC)c3)C1=C[C@H](COCc1ccccc1)O[C@@H]2C	x	x	-3	2	0	2	0	x	0	14
CCc1cc(=O)oc2cc(C)cc(OCC(=O)NCCCn3ccnc3)c12	5	0.8	2	0	4	1	1	1	-2	-3
Cc1cc(C(=O)Nc2ccncc2)c(C)o1	5	-2.5	-3	-2	-1	-2	-2	-3	0	0
O=C(Cc1ccc(Cl)cc1)N1CCN(c2ccc(F)cc2)CC1	3	-0.1	1	2	3	-1	2	-5	-3	-1
CN(C)S(=O)(=O)c1cccc(N=c2scc(-c3ccc4c(c3)NC(=O)CO4)n2CC2CCCO2)c1 (stereo unspecified)	-4	-1.8	-2	2	5	1	-4	-7	0	5
COc1ccc(Nc2nc(NCC3CCCO3)nc(N)c2[N+](=O)[O-])cc1 (stereo unspecified)	1	0.2	1	-1	4	-3	4	-2	-2	1
CCCOc1ccc(C2C(=O)N(C3CCCCCC3)CC(=O)N2Cc2ccco2)cc1OC (stereo unspecified)	1	-0.3	-1	0	-1	-1	-2	4	4	8
Cc1ccc(CN2CCC(n3nccc3NC(=O)CCOc3ccccc3)CC2)o1	2	-1.0	4	-1	0	-5	-3	2	2	-10
Cc1cc(C)cc(-n2c(C)cc(C(=O)CSc3nnnn3C)c2C)c1	2	-1.4	-2	2	-3	-3	-8	-9	2	-6
Cc1ccc(S(=O)(=O)NCCOCCNS(=O)(=O)c2ccc(C)cc2)cc1	-1	-0.5	2	-1	0	-4	0	-2	-3	-1
CC(=O)N/C(=C\c1ccc(F)cc1)C(=O)NC(C(=O)O)C(C)C (stereo unspecified)	0	-3.7	-1	-2	-4	-2	3	1	2	-2
O=C(Nc1cccnc1)c1cnn2c(C(F)F)cc(C3CC3)nc12	1	-3.8	0	-2	6	0	9	-1	-1	-3
COc1ccc(/C(=N\O)c2ncc(C(F)(F)F)cc2Cl)cc1	2	1.3	1	-4	4	-2	-7	-1	0	1
Cc1cc(N=Nc2ccc(Cl)cc2)cc(CN2CCOCC2)c1O	-6	0.0	0	0	-4	1	6	9	-3	-2
COC(=O)c1ccccc1NC(=O)/C=N/O	-1	0.0	8	8	-1	2	4	2	2	1
Cc1ccccc1NC(=O)OC1CCC12CCC(c1ccccc1)CC2 (stereo unspecified)	x	x	2	-3	7	-3	-9	x	-2	2
Cc1cc(C)c(NC(=O)/C(=C/c2ccco2)c2ccccc2)c(C)c1	-5	1.4	10	7	-3	4	3	-12	3	4
O=C(NCCc1cccc(F)c1)C1CCC(=O)N(C2CCCCCC2)C1 (stereo unspecified)	-9	0.6	0	3	-4	-1	-7	3	3	-3
CCOc1ccc2ccccc2c1C(=O)N[C@@H]1C(=O)N2[C@@H]1SC(C)(C)[C@@H]2C(=O)O	-1&6	-1.3&-0.2	0&0	0&-1	-6&3	1&0	9&0	3&3	-1&-1	28&32
COC(=O)[C@@]12C[C@@H](CC(=O)NCC3CCCCC3)C(=O)N(Cc3ccccc3)C1=CCC(C)(C)C2	-6	-1.3	-1	0	5	-2	4	x	-1	-1
COc1ccc(NC(=O)CN(C)CC(=O)c2c(C)[nH]c3ccccc23)cc1	-2	-0.8	1	1	-2	5	7	-1	-6	3
Cc1ccsc1C(=O)C1CCCN(Cc2cn(C)nc2-c2ccccc2)C1 (stereo unspecified)	-5	-2.6	2	3	-3	3	-5	-1	-2	-11
CC(C)CC1C(=O)N(Cc2cn(CCC3OCCCO3)nn2)CCS(=O)(=O)N1Cc1ccc(-c2ccc(Cl)cc2)cc1 (stereo unspecified)	-13	-1.4	-4	2	0	-1	-3	-2	-2	8

Compound profiles, from the list above:
Record of COC(=O)[C@@]12C[C@@H](CC(=O)NCC3CCCCC3)C(=O)N(Cc3ccccc3)C1=CCC(C)(C)C2 : TCR-CD3 inh: -6; PG9 Ab binder: -1.3; MBD2 inh: -1; UHRF1 MBD2 ctr: 0; Rev-erbA mod: 5; PRMT1 inh: -2; mABHD4 FP: 4; HTRA1 inhibitor: x; LEDGF integ inh: -1; rCAG binder: -1
Record of CCOc1ccc2ccccc2c1C(=O)N[C@@H]1C(=O)N2[C@@H]1SC(C)(C)[C@@H]2C(=O)O : TCR-CD3 inh: -1&6; PG9 Ab binder: -1.3&-0.2; MBD2 inh: 0&0; UHRF1 MBD2 ctr: 0&-1; Rev-erbA mod: -6&3; PRMT1 inh: 1&0; mABHD4 FP: 9&0; HTRA1 inhibitor: 3&3; LEDGF integ inh: -1&-1; rCAG binder: 28&32

(more compounds)
SMILES	TCR-CD3 inh	PG9 Ab binder	MBD2 inh	UHRF1 MBD2 ctr	Rev-erbA mod	PRMT1 inh	mABHD4 FP	HTRA1 inhibitor	LEDGF integ inh	rCAG binder
CC12CCC(C)(O1)C1C(=O)N(c3nccs3)C(=O)C12 (stereo unspecified)	1	-0.7	2	-1	5	0	-3	6	0	1
COc1ccccc1-n1c(CNC(=O)c2ccccc2)nnc1SCC(=O)Nc1nnc(C)s1	-9	-2.4	4	5	-7	-1	2	8	-1	0
CN(CC1CCCO1)S(=O)(=O)c1ccc(C(=O)Nc2nccs2)cc1 (stereo unspecified)	7	-1.4	-6	1	6	1	-2	-1	5	2
CCCN1Cc2cccc(C(=O)NCCc3ccccc3)c2C1=O	-3	1.7	2	1	6	4	-2	-10	-1	-7
Cc1nn(-c2ccc(F)cc2)c(Cl)c1/C=C(\CC(=O)O)c1nc2ccccc2s1	6	-2.8	-6	-2	-2	-3	1	-3	0	38*
Cc1ccccc1C(=O)/C=C1/c2ccccc2CC(C)(C)N1C	3	-2.8	-3	3	-4	-1	-7	0	3	1
CC(=O)Oc1ccc(C(=O)Nc2cccc(NC(=O)c3ccco3)c2)cc1	-2	0.0	3	-1	-2	2	-1	11	0	1
O=C(CCCCCn1c(=S)[nH]c2ccccc2c1=O)NCc1ccc2c(c1)OCO2	-3	4.6	2	3	4	-6	-4	6	-1	3
COCCCn1c(O)c(/C=C2\N=C(C#N)C(=Nc3ccc(C)cc3)O2)sc1=S	-37	-1.0	-1	1	4	21	-4	1	-3	11
CC(C)N(CCc1ccncc1)C(=S)Nc1cccc(Cl)c1	0	-1.6	0	1	-2	1	-1	5	-2	-3
Cc1nnc(SCC(=O)NC(=O)NCc2ccco2)s1	-5	-1.9	-1	30*	-3	-2	2	0	4	1
CCc1nc2ccc(C(=O)Nc3cccc(OC)c3)cn2c1N(C)CCCc1ccccc1	3	-0.5	0	-1	-3	-1	2	x	4	6
CCN(c1ccccc1)S(=O)(=O)c1ccc(C(=O)NCC(c2ccccc2OC)N2CCCC2)cc1 (stereo unspecified)	4	0.0	-3	-1	-2	-3	1	-10	1	6
COC(=O)c1sccc1NC(=S)N(C)C1CCCCC1	1	0.3	7	-2	5	5	16	-9	-1	2
C/C(=N\NC(=O)COc1cccc(Cl)c1)c1ccc2c(c1)OCCO2	2	-2.1	3	2	-3	1	3	3	-3	1
CN(C)S(=O)(=O)c1ccc(C(=O)NCc2ccco2)cc1	0	0.7	7	2	6	4	9	2	-2	-1
CN1C(=O)Nc2cccc3cccc1c23	1	-9.5	-4	-7	-8	-1	7	-2	-7	0
CC(=O)c1c(N2CCN(c3ccc(F)cc3)CC2)nc(=S)n(-c2ccccc2)c1C	-5	-0.7	-2	-1	-1	6	-1	17	1	-5
COc1ccc(N2CC(O)(c3ccc(OC(F)F)cc3)[N+]3=C2CCCC3)cc1 (stereo unspecified)	-1	-1.6	-2	2	-1	3	-1	4	-10	1
CCc1nn(CC(=O)NC(C)CCc2ccccc2)c(=O)c2cc3occc3n12 (stereo unspecified)	9	1.1	-1	1	-3	2	3	-4	0	-1
O=C(C[C@@H]1C/C=C\CCC(=O)OC[C@@H]2CCCN2C1=O)NCCO	6	-0.3	-3	-1	5	-1	6	-9	-1	-1
CCOCCCNC(=O)C(NC(=O)c1ccccn1)c1ccc(C)cc1 (stereo unspecified)	-4	0.8	4	1	-4	-2	4	-2	-1	-9
O=C(COc1ccc(S(=O)(=O)N2CCOCC2)cc1)N1CCN(c2ccccc2)CC1	5	-2.1	-1	0	2	-4	-2	1	-2	-3
CCCCCOc1ccc(C(=O)CCC(=O)NNC(=O)c2ccncc2)cc1	4	-0.5	6	-3	9	-7	-5	-7	3	2
